# OX1R antag-1 = OX1R (human) antagonism | OX1R-expressing cells, FRET antagonist read-out | O43613 | 1.8% of 330,000 active | AID 485270 | inhibition, % at 6.6 µM; in the data active = inhibition mostly above about 38%, no sharp cut-off; inactive = mostly below about 40%;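 note: 0% = agonist challenge alone and 100% = reference antagonist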
# Target sequence (O43613 whole entry, looked up): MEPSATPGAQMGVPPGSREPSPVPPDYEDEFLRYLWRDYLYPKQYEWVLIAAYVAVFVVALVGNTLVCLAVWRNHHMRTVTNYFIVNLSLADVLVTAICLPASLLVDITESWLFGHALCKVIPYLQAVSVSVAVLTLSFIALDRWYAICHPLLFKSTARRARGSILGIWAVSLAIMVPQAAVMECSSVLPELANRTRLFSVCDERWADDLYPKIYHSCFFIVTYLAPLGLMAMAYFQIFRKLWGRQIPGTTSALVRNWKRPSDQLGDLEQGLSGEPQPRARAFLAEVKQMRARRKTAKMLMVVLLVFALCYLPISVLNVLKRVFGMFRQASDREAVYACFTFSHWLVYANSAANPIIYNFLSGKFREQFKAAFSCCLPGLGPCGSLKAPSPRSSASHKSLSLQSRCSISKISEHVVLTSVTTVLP
# OX1R antag-2 = antagonists of human orexin 1 receptor. 0.43% of 330,000 active. AID 434989. O43613. inhibition, % at 5 µM. CHO/OX1R cells, Fluo-8 calcium fluorescence, orexin A;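 active = inhibition above its plate's threshold, mean inhibition of all tested compounds on the plate plus 3 SD, cut at about 37% in these data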;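 note: 0% = orexin A challenge wells and 100% = SB-334867-A antagonist wells; not every result past the cut was called active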
# Numbers without * were called inactive.
OX1R antag-1	OX1R antag-2	canonical_smiles
8.2	-5.8	COC(=O)CSc1nc2ccccc2nc1SCC(=O)OC
8.9	-22.5	COc1ccc(NC(=O)C23CCC(C)(C(=O)O2)C3(C)C)cc1 (stereo unspecified)
10.6	-15.7	COc1ccc(C(=O)C(C)OC(=O)CN2C(=O)c3ccccc3C2=O)cc1 (stereo unspecified)
21.3	-4.9	Cc1nc2sc(C(c3cccc(F)c3)N3CCC(O)CC3)c(O)n2n1 (stereo unspecified)
64.0*	10.4	CC(NC(=O)COC(=O)c1cn(-c2ccccc2)nc1-c1cccs1)c1ccccc1 (stereo unspecified)
12.5	-3.0	CCN(Cc1nc(-c2ccccc2)no1)C(=O)c1ccoc1C
19.0	-22.9	O=C(O)CS(=O)(=O)c1ccc(C(F)(F)F)cn1
3.1	0.5	O=C(Nc1ccccc1)N1CCc2ccccc2C1
8.6	-18.8	CN(C(=O)c1cccc(N2C(=O)C3CC=CCC3C2=O)c1)C1CCCCC1 (stereo unspecified)
6.0	-14.5	COc1ccc(OC)c(C(O)c2coc3ccc(O)c(CN4CCOCC4)c23)c1 (stereo unspecified)
8.5	-25.7	CCCN1CCN(CCCNC(=O)c2ccc(CS(=O)c3ccccc3C)o2)CC1 (stereo unspecified)
37.4	-21.5	CC1CCN(C(=O)c2cc3ccccc3o2)CC1

# Additional results follow.
OX1R antag-1	OX1R antag-2	canonical_smiles
20.4	-23.8	COc1ccc(OCC(=O)Nc2ccc(N3CCN(C(=O)c4ccco4)CC3)cc2)cc1
8.9	-16.7	Cc1ccc(S(=O)(=O)Nc2c(C)cc(C)nc2Cl)cc1
10.5	-49.8	CC[C@@]12C(=O)N(c3cccc(F)c3)C(=O)N1[C@H](c1ccc(Cl)cc1)[C@@H]1C(=O)N(C3CCCCC3)C(=O)[C@@H]12
15.9	-24.1	c1ccc(Oc2c3ccccc3nc3ccccc23)cc1
12.7	-18.5	COc1ccccc1C1=NOC(C)(c2nnc(Cc3ccccc3)o2)C1 (stereo unspecified)
5.4	-10.8	CC(=O)OCN(C#N)c1nc(N(C)C)nc(N(C)C)n1
5.5	-4.9	O=C(O)CSc1ccnc2cc(Cl)ccc12
33.2	-4.2	COCCn1c(C)cc(C(=O)COC(=O)c2n[nH]c3ccccc23)c1C
9.1	-27.9	COc1ccc(C2c3ccc4ccccc4c3Oc3ncn(CCN4CCOCC4)c(=N)c32)cc1 (stereo unspecified)
7.4	8.5	N#Cc1ccc(/C=C/C(=O)c2ccco2)cc1
18.4	-31.0	Clc1ccc(-c2cn(-c3ccccc3)c3[n+]2CCS3)cc1
10.0	-13.5	COc1cc(CN2CCNC(=O)C2CC(=O)N(C)CCC2CCOCC2)cc(OC)c1 (stereo unspecified)

# Following part
OX1R antag-1	OX1R antag-2	canonical_smiles
22.2	-19.9	COCCNC(=O)CN(C(=O)Cn1nnc2ccccc21)c1ccccc1C
20.9	-15.1	Cc1c(NC(=O)CSc2nnc3c4ccccc4n(CCc4ccccc4)c3n2)c(=O)n(-c2ccccc2)n1C
18.8	-25.5	O=C(CSc1nnc(Cc2cccs2)n1-c1ccccc1)Nc1ccc2c(c1)OCCO2
2.2	-31.1	CC(C)Nc1nc(NNc2nc(Cl)nc(NC(C)(C)C)n2)nc(NC(C)C)n1
1.7	-0.6	O=S(=O)(c1c(F)cccc1F)N1CCN(Cc2c(O)ccc3ccccc23)CC1
13.6	-8.9	CCC(C)[C@H](NC(=O)N1CC(=O)Nc2ccccc21)C(=O)Nc1nccs1 (stereo partly specified)
6.2	-1.9	O=C(CCNC(=O)C1CCN(S(=O)(=O)c2ccc(F)cc2)CC1)NCCc1cccc(F)c1
-3.4	-21.9	CC(=O)c1c(C)[nH]c(C(=O)OCC(=O)NCC(C)C)c1C
4.9	-18.9	N#C/C(C(N)=O)=C1/SC=C(c2ccccc2)N1c1ccccc1
5.2	-13.1	S=c1[nH]nc(Cn2nnc3ccccc32)n1-c1ccccc1
4.0	-24.1	CCOc1ccc(C(=O)OCC(=O)Nc2cccc(S(=O)(=O)N3CCCC3)c2)cc1
8.6	-24.4	COc1ccc(CN2C(=O)c3cccnc3C2=O)cc1S(=O)(=O)N1CCCCC1

# Continuation.
OX1R antag-1	OX1R antag-2	canonical_smiles
38.2	-18.2	O=C(c1ccco1)N1CCN(C(=O)c2cc(-c3ccncc3)nc3ccc(Br)cc23)CC1
88.9*	32.5	Cc1ccc2nc(SCC(=O)c3c(C)[nH]c4ccccc34)[nH]c2c1
11.1	-20.8	CC(C)n1cnc2cc(NCc3ccccc3O)ccc21
13.8	-17.8	CC(C)c1nnc(SCC(=O)Nc2ccc3c(c2)OCO3)n1C
10.5	-21.8	Cc1ccc(S(=O)(=O)N2CCN(C(=O)CNC(=O)c3ccc(Cl)cc3)CC2)cc1
-0.2	-7.3	CCn1ncc(C2=NOC(C(=O)Nc3cc(OC)c(Cl)cc3OC)C2)c1C (stereo unspecified)
13.4	-20.3	Cc1ccc(S(=O)(=O)Nc2ccc(O)c(Sc3ncn[nH]3)c2)cc1
-8.9	-11.2	COC(CNC(=O)c1ccc2c(c1)nc(C)n2-c1cc(C)cc(C)c1)OC
2.8	9.4	CN(/N=C/c1ccncc1)c1cnn(-c2ccc(F)c(Cl)c2)c(=O)c1Cl
12.0	-14.4	NC(=O)C1CCN(C(=O)CCc2nc3sc4c(c3c(=O)[nH]2)CCCC4)CC1
2.4	8.4	CN(C)S(=O)(=O)c1ccc(C(=O)Nc2ccccn2)cc1
-1.0	-29.7	COc1ccccc1C(=O)O[C@H]1[C@H](Cc2ccccc2)NS(=O)(=O)[C@H]2C[C@@H]3C=C[C@]12O3

# (continued)
OX1R antag-1	OX1R antag-2	canonical_smiles
19.0	-21.7	COc1ccc(NC2CCCN(C(=O)c3cccc(C(F)(F)F)c3)C2)cc1OC (stereo unspecified)
20.4	1.4	Cc1ccccc1N(C(=O)c1snc(C(N)=O)c1N)C(C(=O)NCc1ccccc1)c1ccc(O)cc1 (stereo unspecified)
14.1	-21.9	COc1ccccc1NC(=O)CCc1c(C)nc2c(-c3ccc(F)cc3)c(C)nn2c1C
10.9	-18.7	COC(=O)c1cc(S(=O)(=O)NCC2CCN(CCc3cccs3)CC2)cn1C
7.1	-30.6	Cc1nn(-c2ccccc2)c(C)c1NC(=O)COC(=O)CCOc1ccccc1
12.5	-10.2	NC(=O)C1CCN(C(c2ccccc2F)c2nnnn2Cc2ccco2)CC1 (stereo unspecified)
20.6	-9.7	COc1ccc(NC(C)=O)cc1NC(=O)CN1CCN(CC(=O)Nc2ccccc2Cl)CC1
4.3	-7.6	COc1ccc(-c2nnc(NC(=O)Cc3ccccc3)o2)cc1
15.6	-15.1	CCn1c(CN(C)c2ccccc2)nc2ccccc21
2.4	-1.2	COc1ccc(C2CC(c3ccc(F)cc3)Nc3nc(N)nn32)cc1OC (stereo unspecified)
6.8	-27.2	CCOC(=O)CN1CCC(c2ccccc2)CC1
11.2	1.6	Cc1cc(NCCc2ccccc2F)n2ncnc2n1

# Going on with the list:
OX1R antag-1	OX1R antag-2	canonical_smiles
14.8	-6.0	O=C(COC(=O)COc1ccc(Cl)cc1)NCc1cccs1
2.1	-4.0	Cc1ccc(OCC(O)CN2CCN(CCO)CC2)c(C)c1 (stereo unspecified)
20.3	-26.3	CC(C)(C)OC(=O)NNc1c2ccccc2nc2ccccc12
21.9	-1.6	COc1ccc(CNC(=O)c2cc(-n3cnnc3)ccc2Cl)cc1
14.0	-8.4	CC(=O)N(C)c1ccc(NC(=O)Nc2ccc(C)cc2)cc1
2.9	-19.5	COc1cccc(N(C(=O)C2COc3ccccc3O2)C(C(=O)NC2CCCCC2)c2ccc(O)cc2)c1 (stereo unspecified)
11.6	-19.3	C=CCn1c(SC)nnc1C1COc2ccccc2O1 (stereo unspecified)
6.2	-20.7	COc1ccc(C(=O)NNC(=O)C(NC(=O)c2cc(OC)cc(OC)c2)C(C)C)cc1 (stereo unspecified)
11.7	-8.3	O=C(CN1CCN(c2ccccc2)CC1)Nc1c(C(=O)C2CC2)oc2ccccc12
7.4	-3.3	COCc1cc(Sc2ccc(Cl)cc2)nc(C)n1
35.0	-14.7	O=C(c1ccc2ccccc2n1)N1CCN(c2ccccn2)CC1
7.1	-29.3	CCOc1ccccc1NC(=O)C1(S(=O)(=O)c2ccc(Cl)cc2)CC1

# (continued)
OX1R antag-1	OX1R antag-2	canonical_smiles
37.8	-16.1	CCN(C1CCCCC1)S(=O)(=O)c1ccc(OC)c(C)c1
0.7	-10.3	CC(=O)Oc1ccc(N(C(C)=O)S(=O)(=O)c2ccc(C)c([N+](=O)[O-])c2)cc1
10.4	-14.0	CCC(C)(C)NC(=O)CN(C(=O)CCC(=O)Nc1nccs1)c1cccc(C)c1C
17.8	-31.0	COc1ccc(C(C#N)c2ccc(Cl)nn2)cc1 (stereo unspecified)
5.6	-16.3	C=CCNC(=O)NC(=O)COC(=O)/C(C#N)=C/c1cc(C)n(CC(C)C)c1C
12.7	-28.6	COc1cc(C(=O)N2CCN(c3ccc([N+](=O)[O-])cc3)CC2)ccc1OCc1c(C)noc1C
4.6	-16.1	CN(C(=O)CO/N=C/c1ccc(OC(F)F)cc1)C1CCS(=O)(=O)C1 (stereo unspecified)
15.1	-22.5	Cc1cccc(C)c1OCc1nnc(SCC(=O)Nc2ccc(N3CCOCC3)cc2)o1
15.5	-26.1	O=C1c2oc3ccccc3c(=O)c2C(c2cccnc2)N1Cc1ccco1 (stereo unspecified)
5.3	-13.6	Cc1cccc(C(=O)NC(NC(=S)Nc2ccc(S(N)(=O)=O)cc2)C(Cl)(Cl)Cl)c1 (stereo unspecified)
7.5	-15.5	CCOC(=O)N1CCOCCOCCN(C(=O)OCC)CCOCC1
8.6	-30.1	CCN(CC)CCn1c2c(c(SCC(=O)Nc3nc4ccc(C)cc4s3)nc1=O)CCC2

# The list continues:
OX1R antag-1	OX1R antag-2	canonical_smiles
8.0	4.2	O=C(CSc1ncn[nH]1)Nc1ccc(S(=O)(=O)Nc2ncccn2)cc1
12.0	-21.4	COc1ccc(OCC(=O)NCc2n[nH]c(=O)c3ccccc23)cc1
1.8	-1.6	COCCCN=Cc1c(C)[nH]n(-c2ccc(Br)cc2Br)c1=O
27.1	-6.0	Cc1cc(C)n(-c2ccc(C(=O)Nc3nc4ccccc4s3)cc2)n1
-9.7	-11.6	O=C(NCCN1CCOCC1)c1ccc2c(c1)N(Cc1ccccc1)C(=O)c1ccccc1S2
25.8	-40.5	CC(NCc1cccs1)C(=O)Nc1cc(Cl)cc(Cl)c1 (stereo unspecified)
3.6	-7.4	O=C(C(=O)N1CCN(Cc2ccccc2)CC1)c1c[nH]c2ccccc12
73.0*	-29.2	O=C(CCS(=O)(=O)c1cccc2nsnc12)N1CCN(c2ccccc2F)CC1
23.5	-2.4	CC1(C)C(=O)C2(CCCCC2)C(=O)OC1C(=O)c1ccccc1 (stereo unspecified)
12.6	-4.3	N#Cc1c2n(c(=S)n(-c3ccccc3)c1=O)CCCCC2

# Bioassay records deposited in PubChem BioAssay by The Scripps Research Institute Molecular Screening Center.
